High-throughput results as filed in PubChem.
NPY Y1 blocker: NPY-Y1 receptor antagonists, primary screen, cell-based; AID 1040, 2008; inhibition, % at 3.6 µM; 200,000 compounds, 1% hits; HEK293-CNG Y1 cells, membrane potential fluorescence; NPY at EC95, then isoproterenol;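 active means inhibition above the campaign mean inhibition of all tested compounds plus 3 SD, cut at about 20% in these data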;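 further: 0% = DMSO wells given NPY plus isoproterenol and 100% = isoproterenol alone without NPY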
Target sequence (P25929 whole entry, looked up): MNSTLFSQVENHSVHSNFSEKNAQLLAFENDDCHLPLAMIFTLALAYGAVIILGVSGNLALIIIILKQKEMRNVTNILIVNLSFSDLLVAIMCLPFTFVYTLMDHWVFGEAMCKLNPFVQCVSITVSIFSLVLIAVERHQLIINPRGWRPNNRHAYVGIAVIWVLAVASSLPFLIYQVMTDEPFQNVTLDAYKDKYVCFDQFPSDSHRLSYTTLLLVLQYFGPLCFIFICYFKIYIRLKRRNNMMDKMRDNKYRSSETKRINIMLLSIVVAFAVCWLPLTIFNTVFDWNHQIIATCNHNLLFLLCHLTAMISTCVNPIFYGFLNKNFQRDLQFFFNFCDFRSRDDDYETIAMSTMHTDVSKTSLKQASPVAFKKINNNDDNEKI
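Assay system: HEK293 Y1/CNG channel cell line; Doses: single compound dose of 3.6 µM, 0.4% DMSO; Timing: dye 3 h, compound 60 min room temperature, stimulation 45 min; Technique: Membrane-potential fluorescent dye readout; Measure: % inhibition of NPY effect.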
Runt-CBFb FRET: inhibitors of RUNX1 Runt–CBFb binding, primary screen, biochemical, FRET, Cerulean-Runt, Venus-CBFb, uHTS. Runt-related transcription factor 1 (Homo sapiens) + Core-binding factor subunit beta …. Cerulean-Runt/Venus-CBFb FRET ratio 530/480, 1 h. inhibition, % at 20 µM. 220,000 compounds, 0.46% hits. AID 1496, 2009;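 active means inhibition over about 50% at 20 µM in the single-dose screen, limit read from the data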;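 further: 0% = DMSO wells and 100% = excess unlabeled CBFb competitor control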
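Measured by: fluorescence energy transfer, 422 nm excitation, 530/480 nm emission; test system: Cerulean-tagged RUNX1 Runt domain (FRET donor) fusion protein; buffer or medium: Tris pH 7.5 buffer with BSA; compound: one dose, 20 µM compound, 1% DMSO; times: two 1 h room-temperature incubations shielded from light; benchmarks: unlabeled CBFb 5 µM, positive control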
S1P4 antagonist: S1P4 receptor antagonists, primary screen, cell-based; Sphingosine 1-phosphate receptor 4 (Homo sapiens), O95977; inhibition, % at 4.98 µM; S1P4-expressing cells, antagonist mode, reporter read-out; 220,000 compounds, 0.26% hits; AID 1510, 2009; in the data active means inhibition above about 29%;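 further: 0% = wells stimulated with agonist and 100% = vehicle wells without agonist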
Target sequence (O95977 whole entry, looked up): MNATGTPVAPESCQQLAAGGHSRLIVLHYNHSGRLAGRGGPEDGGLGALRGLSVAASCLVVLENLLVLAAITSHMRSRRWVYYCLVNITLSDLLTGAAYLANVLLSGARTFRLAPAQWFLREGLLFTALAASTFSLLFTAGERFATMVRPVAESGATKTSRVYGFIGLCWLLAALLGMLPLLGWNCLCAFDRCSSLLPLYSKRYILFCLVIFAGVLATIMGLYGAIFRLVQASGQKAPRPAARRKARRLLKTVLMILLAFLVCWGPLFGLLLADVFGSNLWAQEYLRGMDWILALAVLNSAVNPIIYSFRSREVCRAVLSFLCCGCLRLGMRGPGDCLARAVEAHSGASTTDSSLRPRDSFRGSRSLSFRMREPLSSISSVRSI
Ba/F3 V617F tox: reduced viability of JAK2V617F-dependent Ba/F3 cells, primary screen, JAK2V617F inhibitor project, cell-based, Ba/F3 EpoR-JAK2V617F, luminescence | ATP luminescence | AID 1446, 2008 | 220,000 compounds, 1.1% hits | inhibition, % at 5.6 µM;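 active means inhibition above the campaign mean plus 3 SD over all tested compounds, cut at about 24% in these data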;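 further: cytokine-independent growth of Ba/F3 cells driven by EpoR plus mutant JAK2; 0% = DMSO-treated cells and 100% = JAK inhibitor I control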
NPY1 pot ag: NPY-Y1 receptor potentiators or agonists, primary screen, cell-based; AID 1304, 2008; 220,000 compounds, 0.37% hits; activation, % at 3.6 µM; NPY-Y1 expressing cells, potentiator/agonist activation; Neuropeptide Y receptor type 1 (Homo sapiens), P25929; in the data active means activation above about 33%, passing the limit was not always enough;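 further: cells stimulated with NPY at EC10 then isoproterenol at EC100; 0% = low agonist plus stimulus and 100% = saturating agonist plus stimulus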
BaF3 tox: parental Ba/F3 cell viability inhibition, counter-screen for JAK2V617F inhibitor project, murine pro-B, CellTiter-Glo luminescence; AID 1486, 2009; inhibition, % at 5.6 µM; 220,000 compounds, 1.1% hits; CellTiter-Glo ATP luminescence;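 active means inhibition above a per-campaign cutoff, the mean inhibition of all tested compounds plus 3 SD, cut at about 27% in these data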;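 further: 0% = DMSO wells and 100% = JAK Inhibitor I control wells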
RBBP9 inh: human RBBP9 inhibitors, primary screen, biochemical, fluorescence polarization, FP-Rh probe, HTS. inhibition, % at 7.94 µM. recombinant RBBP9. 220,000 compounds, 0.2% hits;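 active means inhibition above the campaign mean of all tested compounds plus 3 SD, cut at about 14% in these data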;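 further: plate controls were DMSO wells with RBBP9 for no effect and wells lacking RBBP9 protein for full effect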
Target sequence (O75884 whole entry, looked up): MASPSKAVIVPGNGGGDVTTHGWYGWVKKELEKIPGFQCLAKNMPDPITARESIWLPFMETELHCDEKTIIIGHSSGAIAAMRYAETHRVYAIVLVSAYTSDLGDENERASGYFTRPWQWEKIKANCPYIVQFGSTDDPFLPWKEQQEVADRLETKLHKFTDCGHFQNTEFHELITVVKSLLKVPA
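Material: RBBP9 protein. Amount: RBBP9 at 2.5 µM in dispensed solution, before mixing. Schedule: 30 min then 45 min, 25 °C. Medium: Tris buffer pH 8.0, NaCl, Pluronic. Measured by: fluorescence polarization. Measure: percent inhibition from mP, scaled between DMSO and no-protein wells. Replication: one well per compound.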
S1P4 ag: S1P4 receptor agonists, primary screen, cell-based | Sphingosine 1-phosphate receptor 4 (Homo sapiens), O95977 | S1P4-expressing cell line, agonist reporter assay | activation, % at 4.98 µM | 220,000 compounds, 0.35% hits | AID 1509, 2009; in the data active means activation above about 11%;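 further: 0% = DMSO vehicle and 100% = reference agonist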
NPY-Y2 PAM-ag: NPY-Y2 potentiators or agonists, primary screen, cell-based. 220,000 compounds, 0.45% hits. cells expressing NPY-Y2, potentiator/agonist read-out. activation, % at 3.6 µM; in the data active means activation above about 27%;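 further: cells stimulated with NPY near EC25 plus isoproterenol at EC100; 0% = vehicle plus submaximal agonist and 100% = vehicle plus saturating agonist; some results beyond the cut were filed as inactive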
An asterisk follows results filed as active; . = no result given.

Each structure is followed by: NPY Y1 blocker, Runt-CBFb FRET, S1P4 antagonist, Ba/F3 V617F tox, NPY1 pot ag, BaF3 tox, RBBP9 inh, S1P4 ag, NPY-Y2 PAM-ag
CC(=O)Nc1ccc(Cc2nc3c([nH]2)c(=O)n(C)c(=O)n3C)cc1
→ ., -1.7, 1.7, -3.4, 9.2, 0.2, 0.7, -1.1, 2.9
O=S(=O)(c1cccc(NC(=S)NCc2ccco2)c1)N1CCOCC1
→ 0.1, 8.1, -2.5, -2.4, -8.0, 6.0, -5.3, -0.2, -5.6
COc1ccc(C2CC(c3c(Cl)cccc3Cl)n3nc(N)nc3N2)cc1 (configuration not stated)
→ 2.8, 1.2, -14.1, -2.8, 14.0, 2.8, -5.7, 4.2, 5.5
Cc1cccc(N(CC(=O)Nc2cccnc2)S(C)(=O)=O)c1
→ ., 1.8, -6.4, -4.6, 8.5, -0.3, 7.9, -0.8, 1.5
CCCc1[nH]nc2c1C(c1ccc(O)c(OC)c1)C(C#N)=C(N)O2 (configuration not stated)
→ 1.6, 2.3, 6.3, -1.7, 2.9, -0.1, -10.0, 0.5, -31.2
COc1ccc2c(c1OC)C(=O)OC2Nc1nc(-c2ccccc2)cs1 (configuration not stated)
→ -1.8, 5.8, 22.8, 68.6*, 23.0, 40.2*, -7.7, -0.3, 18.1
CCOC(=O)C1=C(c2ccccc2)NC(=O)NC1c1ccc(O)c(OCC)c1 (configuration not stated)
→ 8.2, -0.7, 4.6, -0.8, -7.8, 2.5, -6.6, -0.3, -7.3
Cc1cccc(NC(=O)CSc2nnc(-c3n[nH]c4ccccc34)o2)c1
→ -2.6, -0.5, -9.8, -5.8, -2.8, 2.5, 4.5, -0.3, -0.5
Cc1cccc(C)c1Nc1c(-c2ccccn2)nc2ccccn12
→ -7.1, 0.5, 13.3, -2.5, 46.1*, 2.9, 3.7, 0.0, 26.9
O=C1CS/C(=N/N=C/c2ccccc2)N1Cc1ccco1
→ ., 4.1, -5.1, -0.8, -25.7, 1.2, -2.6, -0.8, -28.3
COC(=O)CNc1c(-c2ccccc2)nc2ccc(Br)cn12
→ 6.5, -0.3, 7.2, 5.2, -0.2, 9.9, -4.5, 1.4, -10.8
CC1CCN(C(=O)CNS(=O)(=O)c2ccc(Br)s2)CC1
→ 7.8, 0.5, -5.2, 0.5, 0.4, 7.5, -5.1, -2.4, -3.1
Cc1cccc(-c2nsc(SCC(=O)Nc3nccs3)n2)c1
→ 4.6, 1.2, -25.8, 0.0, -10.2, 1.7, -0.3, 2.4, -9.4
COc1ccccc1-c1cc(C(=O)Nc2cc(C)nn2-c2ccccc2)no1
→ -1.4, -1.3, -16.2, -0.2, -38.3, 2.0, -11.0, 1.1, -14.3
COc1ccccc1N1CCN(C(=O)C(NS(=O)(=O)c2cccs2)c2ccccc2)CC1 (configuration not stated)
→ 5.8, -2.0, 8.3, 0.0, 12.9, 2.6, -9.0, 0.9, -5.0

Whole records, looked up by structure. Screens in order: NPY Y1 blocker	Runt-CBFb FRET	S1P4 antagonist	Ba/F3 V617F tox	NPY1 pot ag	BaF3 tox	RBBP9 inh	S1P4 ag	NPY-Y2 PAM-ag
Cc1cccc(N(CC(=O)Nc2cccnc2)S(C)(=O)=O)c1 is listed as .	1.8	-6.4	-4.6	8.5	-0.3	7.9	-0.8	1.5
CC1CCN(C(=O)CNS(=O)(=O)c2ccc(Br)s2)CC1 is listed as 7.8	0.5	-5.2	0.5	0.4	7.5	-5.1	-2.4	-3.1
Cc1cccc(NC(=O)CSc2nnc(-c3n[nH]c4ccccc34)o2)c1 is listed as -2.6	-0.5	-9.8	-5.8	-2.8	2.5	4.5	-0.3	-0.5

Next results follow.
Each structure is followed by: NPY Y1 blocker, Runt-CBFb FRET, S1P4 antagonist, Ba/F3 V617F tox, NPY1 pot ag, BaF3 tox, RBBP9 inh, S1P4 ag, NPY-Y2 PAM-ag
CCC(C)NC(=O)CSC1=Nc2ccccc2C2=NC(CCC(=O)NCc3ccco3)C(=O)N12 (configuration not stated)
→ -4.8, -1.2, -8.1, -3.1, -3.6, 3.4, -6.3, 0.1, -1.3
CCOC(=O)CCNC(C)C1COc2ccccc2O1 (configuration not stated)
→ 4.7, -2.2, -16.4, -2.7, -9.0, 1.5, -6.5, -0.1, 6.9
CCCCCCn1c(SCC(=O)c2ccccc2)nc2c1c(=O)[nH]c(=O)n2C
→ 0.0, -3.4, -14.4, -4.5, 7.4, 1.0, -5.4, 4.2, 4.7
CCOC(=O)C1=C(C)OC(N)=C(C#N)C1c1cc2cc(C)ccc2nc1N1CCCCC1 (configuration not stated)
→ 1.0, 16.0, 4.5, 2.8, -15.1, 6.5, -2.6, 2.0, 0.1
O=C(O)CCc1nc2ccccc2n(CCc2ccccc2)c1=O
→ 5.8, 0.5, 2.8, 4.1, -15.9, 4.8, -0.5, -0.7, -8.2
Nc1oc2ccccc2c(=O)c1C=O
→ -1.4, -0.5, -1.1, -2.9, 12.8, 1.5, 0.3, -1.2, -6.2
COc1ccc(/C=N/Nc2nc3ccccc3c(=O)[nH]2)cc1
→ 2.7, 37.7, -6.0, -2.3, -10.7, 1.9, 4.0, 0.2, 4.5
CCc1ccc(NC(=O)C(=O)N/N=C(\C)CC(=O)NCCOC)cc1
→ -3.1, -0.5, -4.3, -1.5, 3.0, 3.6, 1.9, 0.8, -1.1
COc1ccccc1Nc1nc2ccccc2n2cnnc12
→ ., 0.6, -6.9, 3.8, -15.3, -3.3, -6.0, -1.6, -3.9
O=C(CSc1nc2ccccc2c(=O)[nH]1)Nc1ccccc1N1CCOCC1
→ 4.8, -0.8, -11.0, -0.2, 8.2, 5.2, -9.9, 0.3, -5.1
Cc1cc(C)cc(NC(=S)NCCCO)c1
→ 1.6, -0.8, -5.4, -3.4, 4.8, 7.0, -8.3, 1.9, 8.8
O=C(CN1CCOCC1)Nc1cccc(C(=O)Nc2cccc(C(F)(F)F)c2)c1
→ -0.9, -2.5, -17.5, 0.0, 5.4, 3.3, -6.0, -1.7, 1.4
Fc1ccc(-c2cnn3c(-c4cccs4)ccnc23)cc1
→ -1.6, -6.4, -45.3, -1.9, -10.9, 0.7, 8.9, -0.5, 5.1
COc1ccc(Cc2noc(CN(C)CCc3ccccc3)n2)cc1OC
→ ., -3.7, -13.1, -6.4, 6.7, 1.1, 6.6, -1.5, -32.2
CCCOc1ccc(N2C(=O)CC(N3CCN(c4ccccc4OC)CC3)C2=O)cc1 (configuration not stated)
→ 3.5, 0.0, -18.6, -3.7, -9.2, 0.1, -9.3, -0.5, 0.3

Going on with the list:
Each structure is followed by: NPY Y1 blocker, Runt-CBFb FRET, S1P4 antagonist, Ba/F3 V617F tox, NPY1 pot ag, BaF3 tox, RBBP9 inh, S1P4 ag, NPY-Y2 PAM-ag
O=C(C[n+]1cccc(CNC(=O)c2ccc(OC(F)F)cc2)c1)Nc1ccc(F)cc1
→ -3.5, 0.6, -10.7, -3.2, -5.9, 3.1, -5.5, 0.9, -0.7
O=C(CN1CCSC1=NCc1ccccc1)c1ccc(Cl)cc1
→ 2.4, -3.0, -8.0, 1.4, -28.3, 5.7, -7.5, -1.1, -3.1
CC1=C(C#N)C(NC(=O)c2cccc(Cl)c2)(C(F)(F)F)C(=O)N1 (configuration not stated)
→ 4.4, -1.2, 1.7, 5.2, -7.4, 13.1, -2.5, -1.3, -6.2
COc1ccc(NC(=O)CSc2nnnn2Cc2ccccc2)cc1
→ 4.5, 2.2, -1.6, -0.8, -2.9, 4.5, 3.3, 2.5, -8.8
CCC1Oc2ccccc2N(CC(=O)NCCN2CCc3ccccc3C2)C1=O (configuration not stated)
→ 8.1, -0.9, -1.6, 5.1, -7.2, 0.5, -9.4, 1.1, -1.9
Cc1oc2nc(SCC(=O)NC3CCCCC3)nc(N)c2c1C
→ 7.1, ., 10.6, -2.5, -12.2, 0.7, 1.2, 4.3, -3.8
CCn1cc([N+](=O)[O-])c(C(=O)Nc2ccn(C34CC5CC(CC(C5)C3)C4)n2)n1
→ 0.9, -3.6, -14.5, 0.6, -4.0, 1.8, -9.7, -0.1, 0.5
O=C(CSc1nccn1-c1ccccc1)NCc1ccc(F)cc1
→ -8.8, -0.2, 4.5, 0.4, -9.4, -3.5, -6.2, 1.4, -7.4
O=C(NC(=S)Nc1ccc(CN2CCOCC2)cc1)c1ccc2c(c1)OCCO2
→ ., 2.9, -0.7, -4.0, -13.7, -2.0, -3.9, 0.9, -12.4
O=C1CCCc2sccc2N1
→ -0.1, -0.5, 1.5, 2.7, -2.2, 0.9, -1.7, -0.1, 5.9
Cn1c(CCNC(=O)c2ccccc2F)nnc1SCC(=O)Nc1ccccc1F
→ 4.6, -0.3, 9.6, -0.8, 10.8, 5.8, -1.8, 2.9, -10.9
COc1ccc(C(=O)Nc2nc(N3C(=O)c4ccccc4C3=O)n(-c3ccccc3)n2)cc1
→ 4.8, -6.3, -11.6, -1.8, 5.0, 0.1, -5.7, 2.7, -6.4
C/C(=N\NC(=O)CNc1cccc(C(F)(F)F)c1)c1cccs1
→ 4.9, -1.5, 5.0, -2.6, 0.6, -1.6, -8.5, 1.2, -1.8
COc1ccccc1NS(=O)(=O)c1cc([N+](=O)[O-])ccc1N/N=C/c1c[nH]c2ccccc12
→ -3.6, -15.3, -16.9, -0.1, 38.7*, 5.9, -4.4, -0.9, 34.4*
COc1ccc(-c2noc(-c3ccc(Br)o3)n2)cc1
→ ., 0.2, -9.3, -4.3, 7.6, -2.6, -0.6, 0.0, -8.8
CCNc1nc(SC)nc(N(C#N)CC(=O)OC)n1
→ 5.9, 4.6, 8.4, -2.7, 1.8, -1.7, -7.8, 0.0, 2.6
COc1ccc(N2CC(C(=O)Nc3cc(C)on3)CC2=O)cc1 (configuration not stated)
→ 4.3, 0.8, -12.0, 3.0, 4.2, 0.5, -1.6, 2.9, -0.6
